Screening data (PubChem BioAssay)
pCIP destab: compounds decreasing mouse p/CIP protein stability; Q05BA5; F442A p/CIP-EGFP cells, EGFP fluorescence, 16 h; decrease of EGFP signal, % at 10 µM; 0.01% of 290,000 active;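 active = EGFP signal decrease of at least 30% at 10 µM or well 3 SD below plate mean, unless failing retest; inactive = the rest, including hits failing retest or dose response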; also: some compounds called inactive have numbers as strong as hits; many of its hits are not listed in these tables
Target sequence (Q05BA5 1-1403): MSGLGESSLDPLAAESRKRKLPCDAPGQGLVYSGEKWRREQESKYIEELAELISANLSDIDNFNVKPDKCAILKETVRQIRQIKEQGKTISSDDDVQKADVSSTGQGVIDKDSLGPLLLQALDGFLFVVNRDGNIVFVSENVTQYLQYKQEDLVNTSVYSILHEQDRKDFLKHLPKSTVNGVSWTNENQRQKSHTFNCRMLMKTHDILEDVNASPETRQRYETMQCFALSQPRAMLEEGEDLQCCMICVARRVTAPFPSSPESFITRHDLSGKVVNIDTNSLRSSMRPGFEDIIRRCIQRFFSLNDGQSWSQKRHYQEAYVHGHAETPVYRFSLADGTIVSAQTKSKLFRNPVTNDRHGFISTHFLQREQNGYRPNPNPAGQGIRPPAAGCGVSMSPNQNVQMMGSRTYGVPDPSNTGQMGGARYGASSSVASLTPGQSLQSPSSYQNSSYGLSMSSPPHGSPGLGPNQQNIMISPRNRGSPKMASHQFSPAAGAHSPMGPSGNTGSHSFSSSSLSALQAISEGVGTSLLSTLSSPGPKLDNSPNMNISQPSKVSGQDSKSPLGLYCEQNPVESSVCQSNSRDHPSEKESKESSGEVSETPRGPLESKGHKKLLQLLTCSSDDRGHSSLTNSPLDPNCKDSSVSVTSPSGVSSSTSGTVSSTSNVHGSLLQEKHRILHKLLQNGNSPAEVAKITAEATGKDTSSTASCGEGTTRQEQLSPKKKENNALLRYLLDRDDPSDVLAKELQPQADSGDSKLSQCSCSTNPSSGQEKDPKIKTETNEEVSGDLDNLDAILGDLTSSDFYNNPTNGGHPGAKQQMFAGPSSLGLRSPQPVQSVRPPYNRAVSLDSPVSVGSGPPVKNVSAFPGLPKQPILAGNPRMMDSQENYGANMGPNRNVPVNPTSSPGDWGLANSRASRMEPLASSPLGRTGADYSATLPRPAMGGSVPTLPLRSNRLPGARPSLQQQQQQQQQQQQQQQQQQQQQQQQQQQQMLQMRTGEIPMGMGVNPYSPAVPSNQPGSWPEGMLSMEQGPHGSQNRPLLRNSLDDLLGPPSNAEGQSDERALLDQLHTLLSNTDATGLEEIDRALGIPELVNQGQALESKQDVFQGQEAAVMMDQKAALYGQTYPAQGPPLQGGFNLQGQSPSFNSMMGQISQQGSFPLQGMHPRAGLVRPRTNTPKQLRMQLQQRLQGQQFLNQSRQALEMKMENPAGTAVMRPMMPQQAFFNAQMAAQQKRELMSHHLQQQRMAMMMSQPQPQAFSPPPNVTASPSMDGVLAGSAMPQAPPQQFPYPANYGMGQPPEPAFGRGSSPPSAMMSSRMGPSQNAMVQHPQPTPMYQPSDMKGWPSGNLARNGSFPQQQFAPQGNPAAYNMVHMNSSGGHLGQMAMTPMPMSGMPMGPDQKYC
IDE act: activators of human insulin-degrading enzyme in cells; HEK cells, FAbeta-B cleavage, fluorescence polarization; 0% vehicle, 100% cell-free pure enzyme wells; activation, % at 5.96 µM; 0.073% of 340,000 active;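 active = activation above the mean of all tested compounds plus 3 SD, set per screening campaign, cut at about 17% in these data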
CRFBP-R2 block: blocks CRF-induced signaling of the CRF-BP/CRF-R2 complex. AID 588475. inhibition, % at 11.8 µM. 0.59% of 350,000 active. HEK293 CRF-R2/CRF-BP, CRF-induced calcium fluorescence;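 active = inhibition of the ligand-induced calcium signal above about 50% at the single tested concentration, limit read from the data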
VIM-2 inh: blocks Pseudomonas aeruginosa VIM-2 metallo-beta-lactamase; purified VIM-2, nitrocefin hydrolysis, epi-absorbance fluorescence; inhibition, % at 5.6 µM; 0.89% of 290,000 active;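 active = inhibition above the mean of all tested compounds plus 3 SD, cutoff set per screening run, cut at about 7.5% in these data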;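 also: red hydrolysis product quenches plate fluorescence so inhibitors raise well fluorescence; 0% = enzyme with DMSO and 100% = DMSO without enzyme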
IMP-1 inh: inhibitors of Pseudomonas aeruginosa IMP-1 metallo-beta-lactamase. inhibition, % at 5.6 µM. purified IMP-1, nitrocefin hydrolysis, epi-absorbance fluorescence. 0.45% of 290,000 active. AID 1556;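 active = inhibition above the mean plus 3 SD of all compounds in the same screening run, cut at about 4.5% in these data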;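 also: 0% = IMP-1 with DMSO and 100% = DMSO wells lacking enzyme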
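system = purified recombinant IMP-1 beta-lactamase | amount = 0.2 nM IMP-1, as dispensed | medium = HEPES buffer pH 7.1 with ZnSO4 and Brij 35 | times = 25 °C, 15 min preincubation, 25 min reaction | detection = plate fluorescence quenching by hydrolysis product, ex 480/em 530 nm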
GalR3 antag: antagonists of human GalR3; inhibition, % at 3 µM; 0.44% of 360,000 active; HEK293 GalR3-CNG cAMP membrane potential fluorescence; galR3 body fused to GalR1 C-terminus; AID 651719; O60755;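 active = inhibition above the screen-wide average plus 3 SD, cut at about 13% in these data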;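 also: forskolin and galanin both at EC90 stimulate the cells; cAMP rise reported by CNG channel membrane potential dye signal; 0% = forskolin plus galanin with DMSO and 100% = forskolin alone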
UBC9 SUMO inh: blocks human SUMOylation mediated by UBC9. P63279. HTRF SUMOylation assay, SAE1/SAE2 + UBC9, in vitro. inhibition, % at 35 µM. 0.36% of 290,000 active. AID 2006; in the data active = inhibition above about 50%, passing the limit was not always enough; also: strong numbers were not always called active
IDE cell inh: inhibits human insulin-degrading enzyme in HEK cells | P14735 | FAbetaB cleavage, fluorescence polarization | inhibition, % at 5.59 µM | 0.41% of 320,000 active;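 active = percent inhibition above the average of all tested compounds plus 3 SD, set per screening campaign, cut at about 16% in these data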;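 also: IDE supplied by intact live HEK cells; FP after avidin binding of uncleaved biotin substrate so inhibition keeps polarization high; 0% = DMSO wells and 100% = 60 µM reference IDE inhibitor Ii1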
HCV NS3 hel inh: blocks Hepatitis C virus NS3 helicase unwinding; inhibition, % at 10.9 µM; NS3 helicase DNA unwinding, Cy5 molecular beacon fluorescence; 0.56% of 290,000 active; AID 1800;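 active = inhibition above the mean of all tested compounds plus 3 SD, set per campaign, cut at about 35% in these data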;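 also: 0% = DMSO wells and 100% = thioflavine S control wells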
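Test system: hepatitis C virus NS3 helicase domain fragment enzyme. Also added: annealed dual-labelled DNA beacon duplex, ATP-started. Timing: 60 min unwinding reaction at 25 °C after ATP addition. Technique: Cy5 fluorescence. Measure: % inhibition of unwinding.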
* hit, by the source's call; / = no result given. This is a subset, so the mix of outcomes need not match the whole.

Preview (three entries):
SMILES	pCIP destab	IDE act	CRFBP-R2 block	VIM-2 inh	IMP-1 inh	GalR3 antag	UBC9 SUMO inh	IDE cell inh	HCV NS3 hel inh
COc1cc(CNCCc2ccc3c(c2)OCO3)cc(OC)c1OC	-1	5	11	-0.5	-2.8	1	3	1	-10
CCN(CC)c1ccc(/C=C2/C(=O)NC(=O)N(Cc3ccco3)C2=O)cc1	-12	-8	-106	-1.5	-3.7	-5	12	-1	30
COCCNC(=O)Cn1cc(/C=C2\C(=O)NC(=O)N(c3cccc(C)c3C)C2=O)c2ccccc21	-9	-3	-10	-0.2	-0.4	-6	-1	-1	32

Main list, from the start:
SMILES	pCIP destab	IDE act	CRFBP-R2 block	VIM-2 inh	IMP-1 inh	GalR3 antag	UBC9 SUMO inh	IDE cell inh	HCV NS3 hel inh
COc1cc(CNCCc2ccc3c(c2)OCO3)cc(OC)c1OC	-1	5	11	-0.5	-2.8	1	3	1	-10
CCN(CC)c1ccc(/C=C2/C(=O)NC(=O)N(Cc3ccco3)C2=O)cc1	-12	-8	-106	-1.5	-3.7	-5	12	-1	30
COCCNC(=O)Cn1cc(/C=C2\C(=O)NC(=O)N(c3cccc(C)c3C)C2=O)c2ccccc21	-9	-3	-10	-0.2	-0.4	-6	-1	-1	32
CCCOP(=O)(OCCC)C(NC(=O)c1cc(OC)c(OC)c(OC)c1)c1ccccc1 (configuration not stated)	6	4	1	-1.3	-4.1	-6	4	9	2
CC1(C)CSC(=NCc2ccccc2)N1	-6	-1	4	-2.1	-2.6	-7	-2	-5	-2
Cc1ccc(S(=O)(=O)N2CC3CC(C2)c2cccc(=O)n2C3)cc1 (configuration not stated)	-7	3	-11	-1.1	-0.4	-9	4	0	4
Cc1[nH]c2ccccc2c1CCCNC1CCCCC1	-14	5	-22	-0.7	-1.9	-2	27	1	-13
Cc1ccc(C2(O)CN3CCC2CC3)cc1 (configuration not stated)	1	5	7	-1.1	-1.6	-10	-2	-1	-3
N/C(=N\N=C\c1ccc(O)cc1O)N[N+](=O)[O-]	0	6	-6	-1.3	2.0	-3	3	-2	7
CC(C)(C#CCCCCC#CC(C)(C)[N+](C)(C)C)[N+](C)(C)C	-1	/	/	-0.6	0.7	/	22	4	2
O=C(Cn1ccc2ccccc2c1=O)NCC(=O)N1CCC2(CC1)OCCO2	-3	3	6	0.4	-2.3	-2	2	-1	-5
Cn1c(O)c(/C=C2\C=Nc3ccccc32)c(=O)n(C)c1=O	2	-10	-18	0.5	-3.7	-4	-1	1	10
O=C1NC(=O)C(=C/C=C/c2coc3ccc(Br)cc3c2=O)C(=O)N1	-35	/	/	-0.9	-1.5	/	26	10	48*
Fc1ccc(Cn2nnnc2C(c2ccc(Cl)cc2)N2CC=C(c3ccc(F)cc3)CC2)cc1 (configuration not stated)	-8	6	3	0.1	-3.1	-7	3	1	-5
COc1ccc(OC)c(N2C(=O)NC(=O)/C(=C\c3ccc([N+](=O)[O-])s3)C2=O)c1	-10	-10	5	0.3	0.3	-2	39	-4	30
Cc1ccc(CN2CCCC(C(=O)c3ccc4c(c3)OCO4)C2)cc1C (configuration not stated)	2	6	-11	-0.2	-0.5	-6	24	-7	-16
O=C(O)CC1OCC=C2CN3CCC45C6=CC(=O)C(=O)C([N+](=O)[O-])=C6NC4C1C2CC35 (configuration not stated)	-5	0	-5	-0.9	-1.4	/	100*	5	19
COC(=O)c1cc(C(O)(C(=O)OC)C(F)(F)F)c(/N=C/N(C)C)s1 (configuration not stated)	-6	4	16	-1.4	-3.9	-1	0	2	1
CCCC[N+]12CCC(CC1)C(Cc1ccccc1)C2 (configuration not stated)	-9	/	-1	-1.4	-2.4	0	19	-7	-13
COC(=O)C1=C(c2ccc(OC(F)(F)F)cc2)C[C@@H]2CC[C@H]1N2C(=O)NC1Cc2ccccc2C1	/	2	8	/	/	-6	/	-3	/
O=C1NC(=O)C(CCc2ccncc2)(CCc2ccncc2)C(=O)N1Cc1ccc(F)cc1	-2	-2	-11	-1.3	-2.6	1	9	-2	-19
CCCCn1c(=O)c(C(=O)Nc2ccccc2)c(O)c2ccccc21	1	3	-17	-2.0	-2.4	-4	6	-4	1
C[C@]12CCC3C(CC[C@H]4C[C@@H](O)[C@H](O)C[C@]34C)C1CC[C@@H]2O (some centres not stated)	/	-3	-17	/	/	-6	/	-4	/
CCCCn1c(O)c(C(CC)=Nc2ccc(OC)cc2OC)c(=O)[nH]c1=O	-9	0	-15	-2.0	-0.6	-3	8	-1	5
COC(=O)C(O)(c1c(C)[nH]n(-c2ccccc2)c1=O)C(F)(F)F (configuration not stated)	0	1	9	-3.3	-3.2	-3	22	2	-1
O=C(NC1(C(F)(F)F)Oc2ccccc2O1)N1CCC2(CC1)OCCO2	6	2	-18	-4.5	-1.9	-6	6	-4	-2
C[C@@H]([C@@H](O)c1ccccc1)N(C)C(=O)Cc1ccccc1	/	1	-1	/	/	-2	/	0	/
COC(=O)C1=C(c2ccc(F)cc2OCc2ccccc2)C[C@@H]2CC[C@H]1N2C(=O)NCc1ccccc1C(F)(F)F	/	1	3	/	/	-7	/	-1	/
O=C1NC(=S)N(c2ccccc2F)C(=O)/C1=C\c1cccs1	-1	-7	-26	-2.4	-2.1	2	12	4	19
CCOC(=O)c1c(NS(=O)(=O)c2ccccc2)n(CCCOC)c2nc3ccccc3nc12	-5	1	-3	-1.3	-0.3	-5	100*	-1	8
CC(C)c1ccc(NC(=O)CCNC(=O)N2C[C@H]3C[C@@H](C2)c2cccc(=O)n2C3)cc1	5	1	-3	-1.2	0.1	-4	6	3	-17
O=C(CNC(=O)c1cccc(Cl)c1)Nc1ccc(Br)cc1C(=O)c1ccccc1	-3	2	-15	-1.4	-2.5	-8	-33	6	-9
COc1ccccc1OCC#CCN1CCCC1	-16	6	20	-3.1	-2.5	-5	10	4	13
Cc1cc(Cl)ccc1OCC(=O)N1CCN(C)CC1	-3	6	0	-1.0	-3.0	-3	17	2	0
CCC(=NCC1CCCO1)c1c(O)[nH]c(=O)[nH]c1=O (configuration not stated)	-5	0	18	-2.8	-1.3	6	12	3	-3
O=C(CN1CCCCC1)c1ccccc1F	-1	5	-1	-1.5	-2.4	-2	11	0	11
CN(C)CCCN=Cc1c(O)n(Cc2ccco2)c(=O)[nH]c1=O	-2	0	17	-2.0	-1.5	-2	9	2	17
CCn1cc(C(=O)N2CCOCC2)c2ccccc21	11	2	22	-3.4	-4.6	1	-6	3	4
Cc1ccc(CN2CCCN(Cc3ccccc3C)S2(=O)=O)cc1	-14	2	27	-2.3	-0.5	-3	3	-2	-7
CC(=NCc1cccnc1)c1c(O)n(-c2ccccc2)c(=O)[nH]c1=O	-1	3	1	-1.9	-2.3	-1	-17	2	0
Nc1c(C(=O)NCc2ccco2)c2nc3ccccc3nc2n1Cc1ccccc1	-12	-2	-17	-3.6	-2.3	-2	101*	4	6
COc1cc2[nH]c(C(=O)N3CCC4(CC3)OCCO4)cc2c(OC)c1OC	-19	3	-6	-2.4	-2.2	-6	22	0	-2
Cc1cc(=O)oc2cc(OCC(=O)N3C[C@H]4C[C@@H](C3)c3cccc(=O)n3C4)c(Cl)cc12	-10	0	1	-1.3	-2.6	-1	17	6	1
COCCNC(=O)c1c(N)n(CCC(C)C)c2nc3ccccc3nc12	5	-1	-32	-0.8	-1.6	-8	100	9	10
CCOc1ccc(NC(=O)c2ccc(NC(=O)COC(=O)Cc3ccccc3)cc2)cc1	8	-4	12	-4.1	-2.5	-4	38	4	-4
O=C(C(Cc1ccccc1)NS(=O)(=O)c1ccc(F)cc1)N1CCC2(CC1)OCCO2 (configuration not stated)	11	-1	1	-3.8	-3.3	7	-12	0	-5
Cc1cc2ccccc2c(=O)n1CC(=O)NCC(=O)N1CCC2(CC1)OCCO2	16	0	-7	0.3	-0.6	1	-4	-2	-5
COC(=O)C1=C(c2ccc(OC(F)(F)F)cc2)C[C@@H]2CC[C@H]1N2C(=O)NCc1cccc2ccccc12	/	-1	11	/	/	-4	/	4	/
CC(C)c1ccc(OCC(=O)N2CCCN(C)CC2)cc1	-1	5	-4	-2.8	-3.0	-2	-4	3	-4
CN(C=O)CP(=O)(O)CN(C)C=O	-2	3	-4	0.1	-1.0	0	16	6	9
CC(C)(C)OC(=O)c1c(N)n(Cc2ccco2)c2nc3ccccc3nc12	-34	0	-35	-4.0	-3.9	-2	24	13	6
CCCCNC(=O)c1c(N)n(Cc2ccc3c(c2)OCO3)c2nc3ccccc3nc12	-11	-3	-6	-2.3	-1.9	-2	17	1	4
CN(C)C(=O)Oc1ccc(Br)c2ccccc12	5	-1	-11	-1.4	-0.6	-6	3	-4	-8
c1cncc(CNC2CCCC2)c1	-17	3	25	-3.3	-2.1	4	12	6	-1
COc1ccc(C(Nc2ccccc2)P(=O)(Oc2ccccc2)Oc2ccccc2)cc1 (configuration not stated)	-17	-6	31	-2.9	-0.7	0	-9	3	0
CCOP(=S)(OCC)SCC(=O)NC(C(=O)O)C(C)C (configuration not stated)	-11	1	-2	-6.6	-3.2	2	11	-4	1
N[C@@H](Cc1c[nH]c2ccccc12)c1nnc(SCc2ccc(Cl)cc2)o1	-8	4	11	-1.6	0.7	-1	-4	-2	-18
O=C1CC(=O)N(Cc2ccccc2)C(=O)N1CCCCCCN1C(=O)CC(=O)N(Cc2ccccc2)C1=O	-23	/	-7	0.5	-0.3	-6	23	7	42*
COc1ccc(C2=CC(c3ccc(OC)c(OC)c3)c3c(c4ccccc4oc3=O)O2)cc1OC (configuration not stated)	1	-3	14	-2.1	-2.9	-12	9	8	-5
CCCCn1c(O)c(C(C)=Nc2ccc(OCC)cc2)c(=O)[nH]c1=O	-1	1	-25	-1.9	-4.9	-4	2	5	11
(more compounds)
SMILES	pCIP destab	IDE act	CRFBP-R2 block	VIM-2 inh	IMP-1 inh	GalR3 antag	UBC9 SUMO inh	IDE cell inh	HCV NS3 hel inh
COc1ccc2nc3oc(C(=O)N4CCC5(CC4)OCCO5)cc3cc2c1	-8	0	-7	-1.2	-3.9	-5	44	2	8
Nc1ccncc1Cl	8	6	-20	-2.9	-3.3	-4	7	0	8
COC1=CC2C3Cc4ccc(OC)c(O)c4C2(CCN3C)CC1=O (configuration not stated)	/	4	-3	/	/	-6	/	-1	/
N#CCCCCC#N	/	4	8	/	/	1	/	8	/
O=c1c2ccccc2nc(CSc2ncnc3nc[nH]c23)n1-c1ccc(Cl)c(Cl)c1	-9	1	4	-0.7	-2.5	-2	27	1	-3
Cc1nn(C)cc1/C=C1/CC2C3CC=C4CC(O)CCC4(C)C3CCC2(C)C1=O (configuration not stated)	/	-3	-4	1.1	-0.5	-3	/	3	-6
COc1ccc2c(c1)CC1(CN2C)C(=O)NC(=O)N(c2ccc(C)cc2)C1=O (configuration not stated)	-12	-3	-6	-1.5	-3.5	-4	14	7	8
CCCc1nc2ccccc2c(=O)n1-c1cccc(OC)c1	-17	5	9	-3.4	-2.5	-3	4	1	6
Cc1ccc(C(=O)COC(=O)Cc2ccccc2)cc1	-53	1	-5	1.2	0.0	0	12	0	-5
CNCCc1c[nH]c2ccc(O)cc12	/	-1	49	/	/	-3	/	-2	/
